Bioassay records from PubChem.
Growth percent in the NCI-60 one-dose screen (48 h, 10 µM unless noted): 100 = growth as untreated, 0 = no growth, -100 = all killed.
SF-295: SF-295 CNS cancer cells. actives 5.6% (n = 79,000)
U251: U251 CNS tumor cells. actives 5.4% (n = 80,000)
HCT-116: HCT-116 colon cancer; actives 7.3% (n = 82,000)
SNB-19: SNB-19 CNS cancer cells. actives 2.5% (n = 81,000)
KM12: KM12 colon cancer cells; actives 5% (n = 82,000); AID 1794800
HCC-2998: HCC-2998 colon cancer. actives 4.7% (n = 79,000)
SNB-75: SNB-75 CNS cancer. actives 5% (n = 79,000). AID 1794750
SF-268: SF-268 CNS cancer cells. actives 3.1% (n = 82,000)
SF-539: SF-539 CNS cancer; actives 6.8% (n = 81,000)
* = called active by the depositor; . = no result given; & = joins results of further samples; [ ] = another dose, or the depositor's remark. The calls were made as follows: active = growth percent below 10; inactive = the rest.

SMILES	SF-295	U251	HCT-116	SNB-19	KM12	HCC-2998	SNB-75	SF-268	SF-539
O=S(=O)(NCCNc1cc(-c2cn(-c3ccccc3)nc2-c2ccccc2)ccn1)c1ccc(F)cc1	88	73	79	93	87	102	77	83	103
Fc1ccc2nc3c(cc2c1)CSc1nnc(-c2ccc[nH]c2=S)n1N3	105	107	93	98	106	103	76	99	96
O=C1c2ccccc2C(=Cc2cccnc2)c2ccccc21	114	98	96	95	94	105	86	90	101
O=S(=O)(NCCCNc1nccc(-c2c(-c3ccc(F)cc3)nc3sccn23)n1)c1ccc2ccccc2c1	44	27	37	82	20	7.2*	50	40	85
CC1=C(C(=O)OC(C)C)C(c2ccc3c(c2)OCO3)NC(=O)N1 (centres undefined)	104	101	96	94	106	116	105	104	100
CCOC(=O)c1sc2ncc(-c3ccc(OC)cc3)n2c1C	96	105	92	92	101	105	92	98	92
O=C(c1ccc(F)cc1)N1CCn2c(nnc2C(F)(F)F)C1	100	97	104	102	105	118	.	101	95
COc1ccc(S(=O)(=O)NCCCNc2nccc(-n3cnc4ccccc43)n2)cc1	90	94	90	100	84	111	88	92	84
O=[N+]([O-])c1ccccc1-c1ccc(-c2nn3c(-c4ccccc4)nnc3s2)o1	97	61	49	97	.	129	94	90	81
Cc1nc2[nH]c(=S)[nH]c2c(=O)[nH]1	111	108	118	107	102	108	103	98	100
CCOc1ccccc1NC(=O)CCl	87	29	76	101	97	110	88	92	114
N#C/C(=C\c1ccc(O)cc1)n1nc2cccc(F)c2n1	100	93	95	94	93	93	73	86	101
c1ccc(Cn2c(SCCc3c[nH]c4ccccc34)nnc2-c2ccncc2)cc1	106	100	106	94	106	106	102	97	100
Cn1cc2c(c1-c1ccccc1)CCc1cnoc1-2	114	91	95	88	108	109	91	101	92
Brc1cc(Br)c(/C=C/c2c(Br)cc(Br)cc2Br)c(Br)c1	115	98	106	115	112	116	95	107	104
O=C1/C(=C/c2cc3cc4c(cc3nc2Cl)OCCO4)SC(=S)N1Cc1ccco1	99	99	90	92	98	106	47	97	97
COc1ccc(-c2c(N)n[nH]c2-c2ccc(OC)cc2O)cc1	95	114	104	107	110	124	80	102	100
N#C/C(=C\c1cccc(C#N)c1)c1ccccc1	100	89	94	109	102	93	89	99	99
Oc1ccc2ccccc2c1	97&102	103&99	99&99	102&99	100&110	99&107	70&105	98&115	94&109
C#CCOc1ccc2ncnc(N3CCC(NC(=O)C=C)CC3)c2c1	105[8.25 µM]	93[8.25 µM]	108[8.25 µM]	104[8.25 µM]	102[8.25 µM]	105[8.25 µM]	117[8.25 µM]	86[8.25 µM]	92[8.25 µM]

7 entries picked at random from the list so far, as already listed:
SMILES	SF-295	U251	HCT-116	SNB-19	KM12	HCC-2998	SNB-75	SF-268	SF-539
O=S(=O)(NCCNc1cc(-c2cn(-c3ccccc3)nc2-c2ccccc2)ccn1)c1ccc(F)cc1	88	73	79	93	87	102	77	83	103
CC1=C(C(=O)OC(C)C)C(c2ccc3c(c2)OCO3)NC(=O)N1 (centres undefined)	104	101	96	94	106	116	105	104	100
C#CCOc1ccc2ncnc(N3CCC(NC(=O)C=C)CC3)c2c1	105[8.25 µM]	93[8.25 µM]	108[8.25 µM]	104[8.25 µM]	102[8.25 µM]	105[8.25 µM]	117[8.25 µM]	86[8.25 µM]	92[8.25 µM]
O=[N+]([O-])c1ccccc1-c1ccc(-c2nn3c(-c4ccccc4)nnc3s2)o1	97	61	49	97	.	129	94	90	81
O=C1/C(=C/c2cc3cc4c(cc3nc2Cl)OCCO4)SC(=S)N1Cc1ccco1	99	99	90	92	98	106	47	97	97
O=C1c2ccccc2C(=Cc2cccnc2)c2ccccc21	114	98	96	95	94	105	86	90	101
CCOc1ccccc1NC(=O)CCl	87	29	76	101	97	110	88	92	114

Single records, from the list above. Order of screens: SF-295	U251	HCT-116	SNB-19	KM12	HCC-2998	SNB-75	SF-268	SF-539
`O=C1c2ccccc2C(=Cc2cccnc2)c2ccccc21` as listed: 114	98	96	95	94	105	86	90	101
`Cc1nc2[nH]c(=S)[nH]c2c(=O)[nH]1` as listed: 111	108	118	107	102	108	103	98	100
`O=C1/C(=C/c2cc3cc4c(cc3nc2Cl)OCCO4)SC(=S)N1Cc1ccco1` as listed: 99	99	90	92	98	106	47	97	97
`CCOC(=O)c1sc2ncc(-c3ccc(OC)cc3)n2c1C` as listed: 96	105	92	92	101	105	92	98	92
`N#C/C(=C\c1cccc(C#N)c1)c1ccccc1` as listed: 100	89	94	109	102	93	89	99	99

Next results.
SMILES	SF-295	U251	HCT-116	SNB-19	KM12	HCC-2998	SNB-75	SF-268	SF-539
Cc1cccc(N=Cc2ccc3c(c2)OCO3)c1	109	102	113	110	115	96	95	116	108
C=CCN1C(=O)c2cccc3c(NCCO)ccc(c23)C1=O	100	107	88	101	99	96	81	93	98
Nc1cc(N)cc(C(=O)c2ccccc2)c1	.	103	95	105	103	108	89	100	110
Clc1ccc(-c2nc(Nc3ccccc3)c3cc(Br)cc(Br)c3n2)cc1	84	104	81	102	84	113	77	90	92
S=C(c1ccc2c(c1)OCO2)N1CCN(c2ccccc2)CC1	78	87	86	86	72	122	79	95	93
Cc1cc(Cl)nc(N(CCCNc2ccnc3cc(Cl)ccc23)Cc2ccco2)n1	21	27	3.7*	31	22	22	60	53	20
O=C(NCc1ccccc1)C(c1ccc(O)cc1)N(C(=O)CCc1ccccc1)C1CC1 (centres undefined)	98	93	92	99	104	.	87	98	94
COc1ccc2c(CCc3ccc(Cl)cc3)c3[n+](cc2c1OC)CCc1cc2c(cc1-3)OCO2	43	22	36	28	34	36	58	49	53
Nc1ccc(C(=O)Nc2cccc(N)c2)cc1	106	107	105	.	112	121	91	116	107
NC(=O)Nc1ccc2c(c1)Cc1cc(F)ccc1-2	93	.	105	98	99	108	82	94	101
CCNc1cc2oc(=O)cc(C)c2cc1C	88	98	101	97	101	99	89	93	115
CCOC(=O)CSC1=NCCN1	109	98	99	91	106	.	93	102	106
Cc1c(N2CCN(C)[C@@H](C)C2)ccc2c3c(c(=O)oc12)CN(C(=O)c1ccc(NS(C)(=O)=O)c(OC(F)(F)F)c1)CC3	55	52	44	67	61	69	73	67	57
CN(C)CCCC1(c2ccc(F)cc2)OCc2cc(-c3csc4ccccc34)ccc21 (centres undefined)	-52*	-57*	-44*	-36*	-83*	-83*	30	39	-82*
COc1cc(C=O)cc(CN2CCN(c3cc4c(cc3F)c(=O)c(C(=O)O)cn4C3CC3)CC2)c1O	92	103	98	95	99	96	86	91	97
Nc1ncnc2c1c(-c1ccc(Oc3ccccc3)cc1)nn2C[C@H]1SSC[C@H]1O	21	21	-69*	46	9.9*	11	3.3*	20	10
Cc1ccn2c(C(C)O)nnc2c1 (centres undefined)	92	90	101	96	99	102	94	106	92
COc1ccc(/C(C)=N/NC(=O)c2ccncc2)cc1	108	105	105	105	106	107	94	94	121
CN1CCC2(CC1)N=C(SCC(=O)Nc1cnc3ccccc3c1)C(c1ccc(Br)cc1)=N2	28	-25*	-91*	41	42	-51*	25	36	52
COc1ccc(-c2cc3ccccc3c3nnnn23)cc1	96	93	90	78	107	95	73	100	52
CCCn1c(O)c(N=Nc2ccc(S(N)(=O)=O)cc2)c2cc(Br)ccc21	100	98	70	91	100	98	73	97	88
O=C(CBr)OCc1ccc([N+](=O)[O-])o1	96	92	106	104	105	95	91	89	103
CCOC(=O)C(=Cc1ccccc1OC)C(=O)OCC	104	75	74	93	84	125	72	83	84
CC(=O)NCc1cc(C)c(C)cc1C	103	98	101	109	96	115	88	96	102
Cc1ccc2nc(-c3c(-c4ccc(F)cc4)nc4sccn34)[nH]c2c1	91	92	97	87	97	104	50	96	90
O=C(O)C(=Cc1ccc(Br)cc1)C(=O)O	99	.	95	98	105	107	89	100	105
FC(F)(F)c1ccc(-c2cccc3c2C2CC3CCN2Cc2ccccc2)cc1 (centres undefined)	90	85	59	92	87	88	106	86	97
CC(C)c1nc(-c2ccc(Cl)c(O)c2)c(-c2ccnc(NCCNS(=O)(=O)c3ccc(O)cc3)c2)s1	104	83	92	113	92	123	107	90	106
O=C(CCCCCCCCC(=O)N/N=C\c1ccccc1O)N/N=C\c1ccccc1O	36	15	13	24	26	45	37	15	17
Cc1cc(=O)oc2cc(Oc3nc(-c4cccs4)cn4c(-c5ccc(Cl)cc5)cnc34)ccc12	110	81	82	108	76	105	94	86	93
CCOC(=O)c1cnn2c(-c3ccc(Cl)cc3)nc(NCCc3ccccc3)nc12	108	85	97	99	95	113	98	97	109
CC(=O)c1cc([N+](=O)[O-])c(O)c([N+](=O)[O-])c1O	110	95	111	96	106	99	94	100	105
CC(CCC(C)[n+]1ccc2ccccc2c1)[n+]1ccc2ccccc2c1 (centres undefined)	96	97	105	100	97	99	94	95	91
CC1=C(C)C[C@]2(Cc3ccccc3C2=O)S(=O)C1 (some centres undefined)	50	69	74	96	74	93	89	102	102
COc1ccc2c(c1)CC[C@H](O)/C2=C/c1cc(OC)c(OC)c(OC)c1	8.4*	13	2.3*	38	11	22	19	27	-5.7*
C=C1CC/C=C(\C)C(=O)C[C@@H]2[C@@H]1CC2(C)C	108	100	100	96	109	98	.	99	107
Cc1ccc(S(=O)(=O)NNC(=O)C23CCC(CC2)C3)cc1	68	112	102	108	98	101	93	101	109
O=c1c2cc3ccccc3cc2[nH]c(=S)n1-c1ccc(S(=O)(=O)Nc2ccc(Cl)nn2)cc1	102	100	98	97	101	108	89	97	95
C#CC[N+](CC)(CC)CC#CCC[N+](CC)(CC)CC#C	105	93	107	105	104	101	86	95	102
CN(C)CCC(c1ccccc1)c1ccccn1 (centres undefined)	103	104	101	102	107	109	116	115	.
CCOC(=O)c1cn2c3c(cc(C)cc3c1=O)C(=O)/C(=C/c1cccc(Cl)c1Cl)C2	106	104	93	88	117	109	.	99	.
O=C(CSc1nc2ccccc2c(=O)n1CCc1ccccc1)Oc1ccccc1	.	.	80	98	104	106	73	84	81
Cc1oc2nc[nH]c(=O)c2c1C(=O)/C=C/c1ccc(F)cc1	102	86	59	85	72	102	40	89	96
Cc1ccc2c(c1)c(=O)n(-c1ccccc1)c1nncn21	.	.	111	95	109	99	112	111	105
CC[C@H]1OC(=O)C[C@@H](O)[C@H](C)[C@@H](O[C@@H]2O[C@H](C)[C@@H](O[C@H]3C[C@@](C)(O)[C@@H](O)[C@H](C)O3)[C@H](N(C)C)[C@H]2O)[C@@H](CC=O)C[C@@H](C)C(=O)/C=C/C(C)=C/[C@@H]1CO[C@@H]1O[C@H](C)[C@@H](O)[C@@H](OC)[C@H]1OC	104	100	90	102	102	117	91	106	93
COc1cc(-c2csc(NC(=O)Nc3ccc(Cl)cc3)n2)cc(OC)c1OC	18	25	18	24	13	39	36	51	49
N#Cc1ccc(N2Cc3cc(Cl)ccc3OC3=C2C(=O)N(Cc2ccccc2)C3=O)cc1	69	-32*	-83*	69	61	40	30	-43*	-60*
NS(=O)(=O)c1ccc(Nc2nc(N/N=C/c3ccc4c(c3)OCO4)nc(Nc3ccccc3)n2)cc1	65	55	37	56	70	23	54	43	17
O=C(CCCCCC/C=C\c1csc(Br)n1)NO	95	91	52	97	92	98	65	108	79
COc1ccc(C(=O)n2nc(-c3ccncc3)nc2N)cc1OC	103	98	96	107	101	105	91	101	106
O=C1c2ccccc2C23C(=C(c4ccncc4)c4cc(C(F)(F)F)ccc42)CCCN13 (centres undefined)	103	102	99	96	96	109	93	95	103
Cc1ccc(/C=C2\SC(N3CCCCC3)=NC2=O)s1	.	89	101	86	117	100	101	109	99
C=S(=C)(Nc1ccc(-c2cc(-c3ccccc3F)on2)cc1)c1ccc(C)cc1	100	91	87	98	93	105	85	82	92
C=CCOc1ccn(C)c(=O)n1	95	100	99	95	105	97	88	97	100
COc1cc(-c2nn(-c3ccccc3)cc2-c2ccnc(NCCCNS(=O)(=O)c3ccc(Cl)cc3)n2)ccc1Cl	87	91	79	91	95	105	87	82	94
NC(=S)N/N=C1/CCCCC12CCCC2	127	91	100	98	111	108	88	105	97
CN(NC(=O)c1ccccc1)C(=O)c1ccccc1	99	.	106	101	105	102	91	102	104
CCOC(=O)c1cccc(NC(=S)Nc2ccc(S(=O)(=O)Nc3ccc(Cl)nn3)cc2)c1	99	103	101	93	102	100	98	99	102
CNC(=O)c1cc(Oc2ccc3nc(NC(C)=O)sc3c2)ccn1	95	98	89	106	98	107	84	97	94
C=CC(=O)Nc1cccc(-c2nc(SC)nc(Nc3ccccc3OC)c2C#N)c1	80	.	2.9*	75	83	81	24	54	69
(more compounds)
SMILES	SF-295	U251	HCT-116	SNB-19	KM12	HCC-2998	SNB-75	SF-268	SF-539
Clc1ccc(N2CCN(CCCN3CCN(c4cccc(Cl)c4)CC3)CC2)cc1	52	55	37	63	60	67	52	79	56
CC(=O)c1c(/C=C/c2cccc(C)c2)c2ccccc2[nH]c1=O	98	90	93	87	93	105	74	88	82
CCOC(=O)C1CN(Cc2ccccc2)C(=O)C1=O (centres undefined)	105	111	93	101	108	118	76	101	94
CCCC(CC)N(c1ccc(OC)cc1)c1nc(-c2ccc(Br)cc2)cs1 (centres undefined)	101	89	88	104	87	114	105	97	99
O=C1C(=O)c2c(nc3n[nH]c(-c4ccc(Cl)cc4)c3c2-c2ccccc2)-c2ccccc21	100	101	67	103	84	84	124	92	.
COC(=O)CC(CC(=O)OC)n1cccc1	98	100	106	106	100	112	89	101	99
CN1CCN(c2ccc3c(c2)nc(NNC(=O)c2ncccn2)c2cccn23)CC1	-90*	-39*	0.8*	16	-14*	-88*	-47*	-16*	-83*
Cc1ccc(S(=O)c2ccc(C)cc2)cc1	101	103	98	113	106	99	92	.	103
CC(C)(C)CC(C)(C)c1ccc(O)c(Cc2ccc(Cl)cc2Cl)c1	-92*	-95*	-92*	-83*	-88*	-89*	-78*	-84*	-75*
O=C(O)c1ccc(-n2cc(C(=O)O)c(-c3ccccc3)n2)cc1	98	107	92	115	98	99	103	101	103
